Assay outcomes as filed in PubChem BioAssay.
CHRM5 agonist – agonists of human muscarinic M5 receptor (CHRM5). activation, % at 3 µM. CHO-K1 hM5 cells, Fluo-8 calcium fluorescence; 0% DMSO wells, 100% maximal acetylcholine response. hit rate 0.19% among 360,000. P08912. AID 624037;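 active = activation above the run's mean over test compounds plus 3 SD, cut at about 23% in these data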;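 also: signal is peak over basal fluorescence ratio across the kinetic read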
Target sequence (P08912 whole entry, looked up): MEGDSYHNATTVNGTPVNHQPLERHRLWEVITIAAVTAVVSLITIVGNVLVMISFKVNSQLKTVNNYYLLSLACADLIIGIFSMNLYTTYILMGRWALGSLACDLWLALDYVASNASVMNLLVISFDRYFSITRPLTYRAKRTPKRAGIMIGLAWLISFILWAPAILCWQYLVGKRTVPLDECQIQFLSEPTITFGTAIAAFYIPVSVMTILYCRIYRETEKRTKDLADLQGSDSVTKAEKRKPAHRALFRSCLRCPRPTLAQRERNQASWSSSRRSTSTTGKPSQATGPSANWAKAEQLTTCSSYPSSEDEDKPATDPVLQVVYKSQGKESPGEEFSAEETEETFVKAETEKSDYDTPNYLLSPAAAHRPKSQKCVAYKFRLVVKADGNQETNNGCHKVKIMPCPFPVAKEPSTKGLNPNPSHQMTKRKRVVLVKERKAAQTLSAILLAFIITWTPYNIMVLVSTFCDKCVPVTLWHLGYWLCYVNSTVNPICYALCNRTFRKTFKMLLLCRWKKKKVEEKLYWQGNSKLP
CRFR2-BP antag – blocks CRF-induced signaling of the CRF-BP/CRF-R2 complex. AID 588475. hit rate 0.59% among 350,000. inhibition, % at 11.8 µM. HEK293 CRF-R2/CRF-BP, CRF-induced calcium fluorescence;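 active = inhibition of the ligand-induced calcium signal above about 50% at the single tested concentration, limit read from the data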
TAAR1 ag – human TAAR1 agonism | hit rate 0.99% among 360,000 | CHO RD-HGA16 TAAR1, Fluo-8 calcium fluorescence; vehicle wells 0%, saturating PEA agonist 100% | activation, % at 3 µM | AID 624467;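 active = activation above the mean activation of all test compounds in the run plus 3 SD, cut at about 38% in these data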
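System: CHO-derived RD-HGA16 cells with stable Gα16 and human TAAR1. Times: 17-24 h plating, Fluo-8 75 min 37 °C, 30 min RT. Measured by: calcium-sensitive Fluo-8 signal, excitation 470-495, emission 515-575 nm. Read-out basis: % activation relative to PEA EC100 response. Control set: DMSO and PEA EC100. Repeats: no replicates (n 1).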
M5 antag – CHRM5 antagonism in calcium assay; CHO-hM5 cells, Fluo-8 calcium fluorescence, ACh EC80; hit rate 0.59% among 360,000; P08912; inhibition, % at 3 µM;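 active = inhibition above a per-plate cutoff, the mean of that plate's test compounds plus 3 SD, cut at about 27% in these data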;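 also: 0% = acetylcholine EC80 with DMSO and 100% = DMSO without agonist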
TAAR1 antagonist – human TAAR1 antagonism; Q96RJ0; inhibition, % at 3 µM; AID 624466; hit rate 1.5% among 360,000; CHO RD-HGA16 TAAR1, Fluo-8 calcium fluorescence, antagonist;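 active = inhibition above a per-plate cutoff, the mean inhibition of test compounds on that plate plus 3 SD, cut at about 49% in these data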;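 also: 0% = DMSO plus EC80 beta-PEA response and 100% = DMSO alone without agonist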
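Test system – hTAAR1-expressing CHO RD-HGA16 cells, Gα16-coupled · Reagent – β-PEA at EC80 concentration, post-compound challenge · Compound dosing – 3 µM, single point · Timing – 140 s kinetic read after compound, 140 s after agonist · Detection – Fluo-8 intracellular calcium dye fluorescence, real-time kinetic reads · Control set – DMSO and EC80 PEA controls · Repeats – n of 1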
CRFBP-R2 agonist – CRF-BP/CRF-R2 complex agonism. HEK293 CRF-R2/CRF-BP, calcium dye fluorescence (FLIPR); percent of saturating CRF peptide response. activation, % at 13.2 µM. hit rate 0.46% among 350,000. AID 588473;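 active = activation of at least 50%, plus an integration ratio under a set limit after plate pattern correction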;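 also: plate controls were neutral control wells without compound for no effect and CRF at EC100 for full effect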
M4 PAM – potentiates acetylcholine response at human M4 receptor; CHO-K1 hM4/Gqi5, Fluo-8 calcium fluorescence, ACh EC20; 0% = ACh EC20, 100% = maximal ACh; P08173; activation, % at 3 µM; hit rate 0.4% among 360,000;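 active = activation above its plate's cutoff, the mean activation of sample wells plus 3 SD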; also: some results filed as inactive read as strong as hits
Target sequence (P08173 whole entry, looked up): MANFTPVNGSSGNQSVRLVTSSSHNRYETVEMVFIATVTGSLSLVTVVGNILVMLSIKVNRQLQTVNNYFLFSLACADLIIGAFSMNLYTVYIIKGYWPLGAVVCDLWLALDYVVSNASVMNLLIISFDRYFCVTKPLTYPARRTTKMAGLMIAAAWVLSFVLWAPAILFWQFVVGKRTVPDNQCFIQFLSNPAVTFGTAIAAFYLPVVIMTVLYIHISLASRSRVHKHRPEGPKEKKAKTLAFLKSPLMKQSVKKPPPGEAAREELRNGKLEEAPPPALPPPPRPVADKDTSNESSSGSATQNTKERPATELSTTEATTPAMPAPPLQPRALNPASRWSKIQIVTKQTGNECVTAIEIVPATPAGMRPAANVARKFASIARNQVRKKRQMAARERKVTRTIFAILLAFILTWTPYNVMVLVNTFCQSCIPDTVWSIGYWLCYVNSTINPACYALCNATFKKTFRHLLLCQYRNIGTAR
M5 PAM – potentiates acetylcholine response at human M5 receptor | P08912 | CHO-K1 hM5, Fluo-8 calcium, ACh EC20 PAM; 0% = ACh EC20, 100% = ACh EC100 | activation, % at 3 µM | hit rate 0.3% among 360,000 | AID 624038;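 active = activation above the run cutoff, the mean activation of all test compounds plus 3 SD, cut at about 18% in these data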
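Test system: CHO-K1 hM5 cells / Doses: single-point, 3 µM nominal / Times: Post-acetylcholine fluorescence recording 140 s / Technique: Fluo-8 calcium fluorescence / Measure: Max/basal fluorescence ratio as % of EC20–EC100 ACh window / Benchmarks: low control EC20 acetylcholine (0%), high control EC100 acetylcholine (100%) / Replicates: one well per compound, no replicates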
M1 PAM parental – nonselective activator or artifact in parental CHO-K1 calcium assay; activation, % at 3 µM; ATP EC20, Fluo-8 calcium fluorescence; 0% at ATP EC20, 100% at ATP max; hit rate 0.02% among 360,000; AID 602247;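 active = activation above the run cutoff, the mean activation of all test compounds plus 3 SD, cut at about 40% in these data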;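 also: peak over basal fluorescence ratio in a 140 s read after ATP addition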
Active calls of the source: *; x = not tested or not shown; & = joins results of further samples.

mol	CHRM5 agonist	CRFR2-BP antag	TAAR1 ag	M5 antag	TAAR1 antagonist	CRFBP-R2 agonist	M4 PAM	M5 PAM	M1 PAM parental
CCn1cc(C(=O)NCc2ccc3c(c2)OCO3)c(=O)c2cc(F)c(N3CCN(C)CC3)cc21	-5.0	-6.5	0.8	-0.3	4.5	0.1	-1.5	0.2	0.2
CC(=O)c1sc(NC(=O)c2ccc(Cl)cc2)nc1C	4.5	9.6	-0.1	-1.7	-19.7	-0.5	9.0	3.7	15.3
CCn1cc(C(=O)NN)c(=O)c2cc(F)c(NC3CCCCC3)cc21	-1.3	-7.9	-0.3	14.2	-13.2	-0.4	-4.7	-4.2	-4.2
Cc1cn([C@H]2C[C@H](O)[C@@H](CNCc3ccccc3)O2)c(=O)[nH]c1=O	-0.2	25.7	0.1	1.3	-3.6	-0.3	-0.8	0.8	-9.4
CC(C)(C)c1cc(C(=O)N/N=C/c2ccc([N+](=O)[O-])s2)n[nH]1	-0.2	-18.0	2.1	4.0	-8.9	0.0	-3.0	4.0	15.7
COc1ccc(S(=O)(=O)N2CCCC(C(=O)NC3CC3)C2)cc1OC (centres undefined)	-1.3	10.2	0.3	8.2	0.1	-1.2	-1.1	2.1	15.7
COc1ccc(CCNC(=O)CN(C)S(=O)(=O)c2ccc3c(c2)CCC(=O)N3)cc1OC	-1.1	-0.3	0.1	-5.3	-7.8	3.2	6.8	2.0	-14.1
CC1=C(C(=O)N2CCOCC2)CC(CC(=O)NCCc2ccccn2)C(=O)N1Cc1ccccc1 (centres undefined)	1.8	x	1.4	-3.0	1.6	x	-2.8	5.7	5.0
COc1ccc(OC)c(NC(=O)C(C)N2c3cccc4cccc(c34)S2(=O)=O)c1 (centres undefined)	4.8	-27.7	26.8	2.9	-20.1	1.1	-1.7	2.1	-5.2
COc1cc(C2C(C(C)=O)=C(O)C(=O)N2CCc2c[nH]c3ccccc23)ccc1O (centres undefined)	0.4	18.0	1.5	-2.0	-31.0	-1.4	-6.4	-1.9	-6.0
CCOC(=O)c1cc(CO)cc(C(=O)OCC)c1	1.2	-4.7	5.8	-1.2	-11.4	1.4	14.4	11.1	1.1
CC(=O)c1sc(NC(=O)C2CCN(C(=O)c3ccc(F)cc3)CC2)nc1-c1ccccc1	2.5	-3.8	4.4	5.9	-10.6	-0.5	0.0	-6.0	12.7
COc1ccc(-n2ncc(C(C)NS(=O)(=O)c3ccc(C(C)=O)cc3)c2C)cc1 (centres undefined)	-6.5	6.3	-0.1	7.2	-5.6	-1.4	3.9	0.3	-3.8
Cc1c(NC(=O)/C(C#N)=C/c2ccc(-c3cccc(Cl)c3)o2)c(=O)n(-c2ccccc2)n1C	-5.4	21.8	2.5	9.5	-18.8	-1.2	-19.8	-9.3	-5.3
CN1CCN(c2ncnc3scc(-c4ccccc4Cl)c23)CC1	-7.8	-17.2	3.9	29.8*	-15.5	0.7	-9.5	-15.6	4.6
O=C(CN1CCN(C2CCCCC2)CC1)c1ccc2cc[nH]c2c1	0.4	-4.5	0.3	-0.1	-8.0	2.7	8.0	-2.1	17.8
O=C(CCC1CCCCC1)Nc1cccc(C(=O)Nc2ccc(C(=O)O)cc2)c1	-0.8	-13.6	0.6	-14.1	-6.9	-0.7	4.3	0.0	16.0
COC(CNC(=O)C1CCN(S(=O)(=O)c2ccc3nc4c(c(C(=O)O)c3c2)CC(C)CC4)CC1)OC (centres undefined)	-1.4	-9.9	-0.8	15.9	10.4	2.6	-3.3	-5.2	-0.2
O=C(CN1C(=O)C2C3C=CC(C3)C2C1=O)OCC(=O)c1ccc(Cl)c([N+](=O)[O-])c1 (centres undefined)	1.0	11.8	8.4	14.7	-20.7	0.6	-1.3	-4.5	-18.8
COC(=O)C1(S(=O)(=O)C2(C(=O)OC)CCCC2)CCCC1	2.0	-1.8	8.0	-7.6	-7.1	1.6	6.5	7.2	-5.6
O=c1ccnc(Nc2ccc([N+](=O)[O-])cc2)[nH]1	1.6	-3.3	2.0	-1.4	-0.2	0.3	-0.5	1.2	13.5
COc1ccc(/C=N/NC(=O)CNC(=O)c2ccc3c(c2)OCCO3)cc1OC	-1.5	6.1	2.5	-8.6	-13.3	0.6	-1.4	-2.5	18.4
COc1cc(NC(=O)Cn2cnc3c(SC)nc(N)nc32)cc(OC)c1OC	0.0	-8.6	4.4	-7.4	-12.5	0.5	6.4	0.5	19.1
O=C(Nc1ccc(SC(F)F)cc1)C12CCC(CC1)C2	-4.2	-51.8	14.7	12.8	17.6	-1.1	-4.7	-0.4	15.3
O=C(Nc1ccc2c(c1)OCO2)c1cc(C2CC2)on1	-1.0	-0.3	-0.9	1.5	-13.9	-0.8	3.2	-1.3	-8.2
CCc1ccc(C2C3=C(CC(C)(C)CC3=O)OC3=C2C(=O)CC(C)(C)C3)cc1	0.5	-31.5	0.6	-10.8	-12.3	0.1	4.0	10.2	19.3
CN1CCN(C(=O)C2=C[C@@H](c3coc4ccccc4c3=O)C[C@@H](OCCCCO)O2)CC1	-0.6	-6.2	3.0	-3.2	1.5	-0.3	23.9*	-9.0	-6.8
O=C(Nc1ccccc1-c1ccccc1)C1CCCCC1	2.0	3.2	-1.5	0.5	-19.1	0.7	-2.6	-11.1	19.2
O=C(Nc1ccc2oc(=O)ccc2c1)c1ccc(-c2cccc([N+](=O)[O-])c2)o1	-5.8	17.5	5.7	-6.8	19.7	0.7	-6.2	-1.0	2.0
COc1ccc(CCNC(=O)CSc2nccc(=O)[nH]2)cc1OC	-2.3	-0.7	4.1	3.1	19.0	-0.3	8.8	6.0	-4.8
CN(C(=O)c1ccc(NC(=O)Cc2ccc([N+](=O)[O-])cc2)cc1)C1CCCC1	17.7	-5.7	48.2*	18.7	38.5	10.8	6.2	-10.9	4.7
Cc1ccc(-c2c(N)nc3ncccn23)cc1	-0.7	x	1.9	-0.3	-8.7	x	5.9	3.0	x
CCC(=O)N1CCc2cc(S(=O)(=O)NCCCN3CCN(Cc4ccccc4)CC3)ccc21	-12.1	-0.8	0.8	5.5	-1.5	-0.6	-9.6	3.6	18.9
O=C(NCc1ccco1)Nc1ccccc1Cl	-4.1	-14.3	1.4	5.0	-26.8	0.6	10.3	2.8	9.3
COc1ccc(S(=O)(=O)N2CCOC2CNC(=O)C(=O)NCCN2CCOCC2)cc1 (centres undefined)	-4.5	2.7	2.2	5.5	-14.2	2.7	3.4	-1.9	-5.1
Cc1ccccc1C(=O)c1cccn1CC(=O)NC(C)CCc1ccccc1 (centres undefined)	-4.5	6.5	-0.4	13.1	-22.7	0.2	-7.0	-10.4	-21.2
CCCCCCSc1ccc(-c2nc3ccc(C)cn3c2NCc2ccccc2)cc1	1.9&3.5	0.1	0.2&2.1	-9.7&-1.9	-0.6&-17.6	0.2	2.2&3.1	7.6&-14.0	12.0&-3.4
COc1ccc(C2C(C#N)=C(C)NC(C)=C2C#N)c(OC)c1	-0.4	2.0	0.1	8.4	-8.5	-0.1	4.6	3.1	18.1
Cc1ccc(-n2ncc3c2CC(C)(C)CC3NC(=O)c2ccccn2)cc1 (centres undefined)	-4.4	-1.2	-2.2	-3.9	-11.6	1.2	-4.7	1.4	-1.7
O=c1cc(-c2ccc(F)cc2)[nH][nH]1	0.2	3.4	0.3	-9.0	-7.0	0.3	-5.6	1.7	20.6
CCOC(=O)C1CCCN(C(=O)c2cccc(S(=O)(=O)N3CC(C)OC(C)C3)c2)C1 (centres undefined)	8.3	13.5	0.5	-0.6	-12.5	2.5	-0.2	1.8	4.1
CCOC(=O)C1CCCN(c2c(N3CCN(c4cccc(Cl)c4)CC3)c(=O)c2=O)C1 (centres undefined)	3.2	2.9	5.1	-4.2	-13.9	0.0	3.0	-1.7	18.5
CCCCNC(=O)O/N=C(\N)CS(=O)(=O)C(C)(C)C	1.4	0.7	5.3	4.8	-0.1	3.1	-8.5	4.9	0.2
Cc1ccc(NC(=O)N(Cc2ccco2)C(C)c2ccco2)cc1C (centres undefined)	0.0	3.3	-1.1	-1.4	-2.8	2.1	0.2	-2.2	25.4
COc1ccc(C(=O)Nc2ccnn2C2CCN(C(C)CSC)CC2)cc1 (centres undefined)	-5.7	-5.6	1.4	6.8	-9.0	-1.6	2.1	1.4	14.4
CCc1c(O)nc(SCC(=O)Nc2ccc(Br)cc2)n(-c2ccc(C)cc2)c1=O	-1.1	-9.6	-1.8	8.5	-2.2	-1.1	-0.8	-3.5	-10.3
CCOC(=O)C1C(=O)C=C(c2ccc(C)cc2)CC1c1ccc([N+](=O)[O-])cc1 (centres undefined)	-1.4	2.1	-0.5	5.1	2.9	0.6	-8.4	-6.9	15.8
CCc1ccc(NC(=O)Nc2ccncc2)cc1	4.2	-13.9	30.2	2.2	6.8	2.0	-0.1	-2.1	17.4
Cc1cc(NC(=O)COC(=O)c2ccccc2Cl)no1	5.2	-8.2	16.6	8.7	-5.6	-0.1	1.1	0.1	11.3
COc1ccc(NC(=O)CN2C(=O)NC3(CCCCCC3)C2=O)cc1Cl	2.8	-7.5	2.9	2.2	-9.8	-0.5	-2.9	3.6	-0.4
CC1=C(C(=O)N(C(C)C)C(C)C)CC(CC(=O)NCC2CCCCC2)C(=O)N1Cc1ccccc1 (centres undefined)	-3.1	x	-3.0	5.0	-14.9	x	-3.5	0.1	19.0
CN1C(=O)/C(=C/c2coc3ccc(O)cc3c2=O)SC1=S	1.6	-12.9	3.4	9.0	-9.6	1.2	2.4	-0.6	-9.0
CCOC(=O)C1(Cc2ccccc2)CCN(Cc2cnc(N3CCOCC3)s2)CC1	1.8	-18.8	9.7	3.5	-5.6	-1.4	-5.8	1.7	-0.4
Cc1ccc(C(=O)c2ccccc2C(=O)OCC(=O)NCCc2ccccc2)cc1	-4.3	34.7	3.4	2.4	-15.6	-4.4	-5.1	-9.1	-6.0
CCCCN(C(=O)C1CCN(C(=O)c2ccccc2C)CC1)c1c(N)n(CCC)c(=O)[nH]c1=O	0.2	-5.0	1.2	-1.0	-8.7	-0.2	14.2	8.4	0.2

One compound at a time, as listed above. Screens in order: CHRM5 agonist	CRFR2-BP antag	TAAR1 ag	M5 antag	TAAR1 antagonist	CRFBP-R2 agonist	M4 PAM	M5 PAM	M1 PAM parental
COC(CNC(=O)C1CCN(S(=O)(=O)c2ccc3nc4c(c(C(=O)O)c3c2)CC(C)CC4)CC1)OC (centres undefined) is listed with -1.4	-9.9	-0.8	15.9	10.4	2.6	-3.3	-5.2	-0.2
CCOC(=O)C1C(=O)C=C(c2ccc(C)cc2)CC1c1ccc([N+](=O)[O-])cc1 (centres undefined) is listed with -1.4	2.1	-0.5	5.1	2.9	0.6	-8.4	-6.9	15.8
